Source: PubChem BioAssay
core dimer inh: blocks dimerization of HCV core protein; TR-FRET GST/Flag-core106 dimerization, 1536-well; inhibition, % at 5 µM; 0.33% of 300,000 active;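 active means inhibition above the mean of all tested compounds plus 3 SD, set per screening campaign, cut at about 45% in these data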
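System – GST-tagged and Flag-tagged HCV core protein residues 1-106 · Repeats – one well for each compound · Technique – TR-FRET 671 and 617 nm emission · Doses – one concentration, 5 µM, in 0.5% DMSO · Times – 4 h, 22.5 °C incubation · Also added – Eu donor and XL665 acceptor anti-tag antibodies · Measure – percent inhibition of core106 dimerization signal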
PP1 inh: PP1-alpha (human) inhibition in PP5 counter-screen; P62136; 0.9% of 320,000 active; AID 2235; purified PP1alpha, OMFP fluorescence; inhibition, % at 6.7 µM;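 active means inhibition above the mean inhibition of all tested compounds plus 3 SD, computed separately for each screening campaign, cut at about 15% in these data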
Target sequence (P62136 whole entry, looked up): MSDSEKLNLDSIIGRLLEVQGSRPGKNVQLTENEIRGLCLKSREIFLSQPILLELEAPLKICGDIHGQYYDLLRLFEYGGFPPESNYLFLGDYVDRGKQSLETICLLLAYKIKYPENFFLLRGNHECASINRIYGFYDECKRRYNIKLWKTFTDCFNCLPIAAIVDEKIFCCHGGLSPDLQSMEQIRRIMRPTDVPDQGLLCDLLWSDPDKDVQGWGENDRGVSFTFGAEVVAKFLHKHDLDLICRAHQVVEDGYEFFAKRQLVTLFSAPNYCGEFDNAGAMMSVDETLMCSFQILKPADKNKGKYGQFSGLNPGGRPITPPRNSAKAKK
LYPLA2 inh: LYPLA2 (human) inhibition in PME1 counter-screen; recombinant LYPLA2, FP-Rh probe fluorescence polarization; 0.38% of 320,000 active; O95372; inhibition, % at 5.9 µM;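 active means inhibition above the screen-wide mean plus 3 SD, limit set per campaign, cut at about 26% in these data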;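 further: 0% = LYPLA2 with DMSO and 100% = wells lacking LYPLA2 enzyme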
PP5 primary: inhibitors of human protein phosphatase 5 (PP5); purified PP5c, OMFP substrate fluorescence; inhibition, % at 6.7 µM; 0.18% of 320,000 active; P53041;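 active means inhibition above the campaign's mean inhibition across all tested compounds plus 3 SD, cut at about 9.5% in these data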;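 further: 0% = DMSO only and 100% = 100 µM cantharidin control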
CTSL1 counter: cathepsin L1 inhibition, PFM18AAP counter-screen; recombinant F. hepatica cathepsin L1, Z-Leu-Arg-MCA fluorescence; inhibition, % at 5.96 µM; 0.49% of 300,000 active;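 active means inhibition above the mean of all tested compounds plus 3 SD, set per screening campaign, cut at about 17% in these data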;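 further: 0% = plate median of test compound wells and 100% = 1 µM Z-Phe-Ala-diazomethylketone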
GASC-1 inh: blocks human GASC-1 demethylase activity; inhibition, % at 2.35 µM; 0.069% of 330,000 active; AID 2099; GST-JMJD2C(1-420) H3K9me3 demethylation, DELFIA europium;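 active means more than half of a compound's replicate wells show inhibition beyond 50%, single wells judged on their own value; inconclusive means some, but no more than half, of replicates pass 50% inhibition; inactive means no replicate passes 50% inhibition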;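 further: signal counts dimethyl H3K9 product captured on neutravidin plate; 0% = median of DMSO wells and 100% = 0.3 times that DMSO median; strong numbers were not always called active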
PREPL inhibitor: inhibits the human prolyl oligopeptidase-like enzyme. Q4J6C6. recombinant PREPL, fluorescence polarization activity-based probe. inhibition, % at 5.96 µM. 0.68% of 320,000 active; in the data active means inhibition above about 43%;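 further: 0% = enzyme with DMSO and 100% = wells lacking enzyme; many of its hits are not listed in these tables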
Target sequence (Q4J6C6 whole entry, looked up): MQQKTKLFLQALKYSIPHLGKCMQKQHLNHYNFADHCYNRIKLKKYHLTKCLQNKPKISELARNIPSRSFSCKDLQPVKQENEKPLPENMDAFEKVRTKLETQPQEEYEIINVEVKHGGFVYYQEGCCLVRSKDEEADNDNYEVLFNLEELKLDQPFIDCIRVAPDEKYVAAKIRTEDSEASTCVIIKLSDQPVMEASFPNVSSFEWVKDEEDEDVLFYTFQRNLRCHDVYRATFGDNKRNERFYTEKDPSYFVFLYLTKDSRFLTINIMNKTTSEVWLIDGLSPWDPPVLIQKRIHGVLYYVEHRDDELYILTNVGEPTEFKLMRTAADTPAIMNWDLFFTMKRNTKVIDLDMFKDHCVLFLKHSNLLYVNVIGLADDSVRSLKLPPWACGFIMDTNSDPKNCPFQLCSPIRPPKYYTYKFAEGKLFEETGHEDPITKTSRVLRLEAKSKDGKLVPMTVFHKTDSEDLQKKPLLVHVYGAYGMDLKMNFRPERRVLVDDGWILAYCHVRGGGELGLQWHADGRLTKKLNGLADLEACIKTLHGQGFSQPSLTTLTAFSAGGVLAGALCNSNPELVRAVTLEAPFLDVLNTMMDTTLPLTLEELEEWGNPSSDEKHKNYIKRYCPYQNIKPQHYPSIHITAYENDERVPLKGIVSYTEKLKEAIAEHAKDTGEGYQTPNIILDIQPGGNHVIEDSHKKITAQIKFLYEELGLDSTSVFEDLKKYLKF
TPT1 inhibitor: C. albicans TPT1 enzyme inhibition; recombinant caTPT1, FP RNA substrate dephosphorylation; inhibition, % at 5 µM; 0.81% of 300,000 active; AID 1962;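 active means inhibition above the mean of all tested compounds plus 3 SD, set per screening campaign, cut at about 24% in these data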;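 further: plate controls were DMSO alone for no effect and ferristatin control at 100 nM for full effect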
Efflux pump mplx: blocks antifungal efflux pumps in multiplex yeast assay. inhibition, % at 10 µM. AID 485275. S. cerevisiae Candida pump triplex, Nile Red efflux. 0.44% of 330,000 active;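 active means plate passing quality check with inhibition over a set limit, or well fluorescence over plate mean plus 4 SD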;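 further: Nile Red retained in pooled yeast measured as flow cytometry median fluorescence; 0% = buffer negative control and 100% = Enniatin B positive control; higher means more Nile Red kept so more efflux inhibition; some compounds called inactive have numbers as strong as hits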
Numbers without * were called inactive; ? = inconclusive; . = not tested or not shown. A portion of the library; rates above refer to the full screens.

mol	core dimer inh	PP1 inh	LYPLA2 inh	PP5 primary	CTSL1 counter	GASC-1 inh	PREPL inhibitor	TPT1 inhibitor	Efflux pump mplx
Cc1cc(C)n(-c2nc3ccccc3nc2N2CCCCCC2)n1	2	-2	-1	0.4	5	63	-12	3	0.0
COc1ccccc1N1CCN(CCCCCCOc2ccc(F)cc2)CC1	-2	-2	10	0.1	-2	2	-12	-3	-8.7
COc1ccccc1N1CCN(C(=O)c2cc(C)on2)CC1	2	3	-6	0.5	-4	-5	-4	1	-0.1
O=C(NCc1cccnc1)c1c(F)c(F)c(F)c(F)c1F	-3	3	-8	2.8	-1	5	-1	-2	0.1
O=S(=O)(c1ccc(Cl)c(NC(=S)Nc2cccc(O)c2)c1)N1CCOCC1	-6	-2	1	-0.9	2	8	9	0	0.0
Cn1c(SCC(=O)N2CCCc3ccccc32)nnc1-c1ccco1	0	-5	0	-1.6	4	8	-3	-1	0.2
CCOC(=O)C1CCCN(C(=O)Nc2ccccc2)C1 (configuration not stated)	-1	-7	-1	2.8	2	-5	11	-1	0.9
O=C(CCc1ccccc1)NC(=S)Nc1ccc(S(=O)(=O)N2CCOCC2)cc1	7	-1	12	0.6	-4	-3	9	1	8.0*
CCC(=O)Nc1ccc2c(c1)ncn2-c1ccc(C)cc1	1	1	10	1.6	-2	-2	8	-1	-0.2
COc1cc(C(=O)Nc2cc3c4c(c2)CC(=O)N4CCC3)cc(OC)c1OC	0	-4	2	-1.3	0	30	6	1	0.1
COc1cc(C(c2sc3ncnn3c2O)N2CCN(c3ccccc3F)CC2)cc(OC)c1OC (configuration not stated)	-4	-4	-1	4.0	1	1	-1	-1	0.0
CCCC(=O)Nc1nn(CC(C)C)c2nc3cc(C)ccc3cc12	-9	-2	-5	-0.1	5	-5	9	-1	0.0

The last three compounds of the part before are carried over, then new ones follow.
mol	core dimer inh	PP1 inh	LYPLA2 inh	PP5 primary	CTSL1 counter	GASC-1 inh	PREPL inhibitor	TPT1 inhibitor	Efflux pump mplx
COc1cc(C(=O)Nc2cc3c4c(c2)CC(=O)N4CCC3)cc(OC)c1OC	0	-4	2	-1.3	0	30	6	1	0.1
COc1cc(C(c2sc3ncnn3c2O)N2CCN(c3ccccc3F)CC2)cc(OC)c1OC (configuration not stated)	-4	-4	-1	4.0	1	1	-1	-1	0.0
CCCC(=O)Nc1nn(CC(C)C)c2nc3cc(C)ccc3cc12	-9	-2	-5	-0.1	5	-5	9	-1	0.0
CC1CC(C)CN(CCCNC(=O)c2ccc3c(SCC(=O)O)c4c(nc3c2)CCC4)C1 (configuration not stated)	4	-5	-5	1.7	-3	14	24	3	0.5
CCCCNC(=O)CCC(=O)NNc1nc2ccccc2c2nc(-c3ccccc3)nn12	-7	1	-8	0.6	4	1	-19	-1	-0.2
Cc1ccc(-c2ccc(=O)n(CCC(=O)N3CCN(Cc4ccccc4)CC3)n2)cc1	1	-4	2	1.4	-2	0	3	3	0.1
O=C(CNc1ccc(F)cc1Cl)Nc1cccc(S(=O)(=O)N2CCCCC2)c1	.	4	-32	4.0	.	9	28	.	0.0
S=C(NCc1ccco1)Nc1ccccc1	-2	5	6	1.5	1	0	-2	1	0.0
COc1ccc(Cc2nnc(SC(C)C(=O)Nc3ccc(C(N)=O)cc3)o2)cc1 (configuration not stated)	3	-3	0	-1.6	1	-8	6	-2	0.0
CCN(CC(=O)Nc1ccccc1C(F)(F)F)C(=O)c1cccc(S(=O)(=O)N2CCN(C)CC2)c1	1	-3	-8	0.6	1	7	19	4	0.3
O=C(CN1C(=O)NC2(CCCc3ccccc32)C1=O)NCc1ccco1 (configuration not stated)	-2	-3	1	2.3	-2	-7	6	-6	0.1
O=C(CCSCCC(=O)NCc1cccs1)NCc1cccs1	-3	-4	0	1.1	-4	13	11	0	0.1
O=C(CSc1nnnn1-c1ccc2c(c1)OCCO2)c1cccc2c1OCCO2	-46	-2	1	0.0	0	8	2	-2	0.0
CCn1c(N)c(C(=O)COC(=O)CCc2nc3ccccc3c(=O)[nH]2)c(=O)[nH]c1=O	.	4	0	1.9	.	-1	8	.	0.0
Cc1ccccc1C(=O)c1cccn1CC(=O)NCCCN1CCCCC1	-2	-2	1	0.2	-1	-3	10	1	0.0

5 structures already listed, sorted by count of non-hydrogen atoms, ascending:
mol	core dimer inh	PP1 inh	LYPLA2 inh	PP5 primary	CTSL1 counter	GASC-1 inh	PREPL inhibitor	TPT1 inhibitor	Efflux pump mplx
S=C(NCc1ccco1)Nc1ccccc1	-2	5	6	1.5	1	0	-2	1	0.0
O=C(CCSCCC(=O)NCc1cccs1)NCc1cccs1	-3	-4	0	1.1	-4	13	11	0	0.1
O=C(CN1C(=O)NC2(CCCc3ccccc32)C1=O)NCc1ccco1 (configuration not stated)	-2	-3	1	2.3	-2	-7	6	-6	0.1
CCCCNC(=O)CCC(=O)NNc1nc2ccccc2c2nc(-c3ccccc3)nn12	-7	1	-8	0.6	4	1	-19	-1	-0.2
CCN(CC(=O)Nc1ccccc1C(F)(F)F)C(=O)c1cccc(S(=O)(=O)N2CCN(C)CC2)c1	1	-3	-8	0.6	1	7	19	4	0.3

More records follow:
mol	core dimer inh	PP1 inh	LYPLA2 inh	PP5 primary	CTSL1 counter	GASC-1 inh	PREPL inhibitor	TPT1 inhibitor	Efflux pump mplx
O=C1c2ccccc2C(=O)N1CCc1ccccc1	1	-2	-2	2.9	-3	4	3	4	-0.1
CCOC(=O)c1sc(NC(=O)c2cccc(S(=O)(=O)N3c4ccccc4CC3C)c2)cc1C (configuration not stated)	4	0	-3	2.9	1	6	0	-3	-0.1
CN(Cc1nc(-c2cnccn2)no1)Cc1cccc2ccccc12	-1	2	10	3.1	-1	-2	10	-3	-0.1
Cn1c(=O)n(C)c2cc(NS(=O)(=O)c3cccs3)ccc21	-2	-1	4	2.0	0	-8	6	-2	-0.1
CC1CC(C)CN(C(=O)CNC(=O)Cn2ccc3ccccc3c2=O)C1 (configuration not stated)	1	-3	9	-3.0	-2	43	-7	-2	0.0
COC(=O)c1c(-c2ccccc2)csc1N	0	-1	-3	-8.6	12	8	19	-2	-0.2
CCCCc1c(C)[nH]c2nc3ccccc3n2c1=O	2	2	7	0.9	0	5	1	-6	-0.2
O=C(CCC(=O)N(CC(=O)NC1CCCCC1)Cc1ccco1)Nc1nccs1	-4	-2	4	0.5	-2	-2	-6	3	0.0
COc1ccc(N2CC(O)=C(c3nc(-c4ccc(Br)cc4)cs3)C2=N)cc1	11	4	-4	-0.7	0	4	1	5	0.0
COc1ccc(CCNC(=O)C2=CCN(S(=O)(=O)c3ccc(F)cc3)CC2)cc1OC	-7	-1	3	0.5	-1	-10	16	4	0.4*
O=c1c(-c2ccnn2-c2ccccc2F)cnc2n1CCS2	0	-6	6	-0.1	-3	8	2	-4	0.1
O=C(CSc1nc(O)c(Cc2ccccc2)c(=O)[nH]1)Nc1nc2c(s1)CCCC2	2	-9	9	0.9	0	-18	2	-3	0.0
CCOC(=O)C1CCN(S(=O)(=O)c2ccc(OCC(=O)OC)cc2)CC1	7	-4	1	-1.3	-3	-10	13	-2	-0.2
CCCNC(=O)c1nn2c(C(F)(F)F)cc(-c3ccccc3)nc2c1Br	10	0	1	2.4	-3	-6	-3	-4	0.0
O=C(CNC1CCCCC1)Nc1ccc(Cl)cc1	2	-2	-2	0.5	2	-1	-3	-3	-0.1
CC(C)CCOC(=O)/C(=C/c1ccco1)NC(=O)/C=C/c1ccccc1	2	2	-4	1.5	22*	-2	5	1	0.0
CN(C)c1nc(N(C)C)n(C(=O)c2cccs2)n1	-19	4	1	2.8	-2	-3	16	-3	-0.3
Cc1nc2ccc(C(=O)Nc3ccc4nc[nH]c4c3)cc2[nH]1	-10	2	4	-1.4	4	-3	15	-2	-0.1
Cc1cccc(C(=O)NCCC(=O)Nc2ccc(C#N)cc2)c1	4	0	-1	0.9	1	-28	-18	-2	-0.2
Cc1cc([N+](=O)[O-])ccc1NC(=O)C1CCCO1 (configuration not stated)	1	-6	-1	0.4	-2	9	3	0	0.0
COCCn1c(C)cc(C(=O)COC(=O)CCS(=O)(=O)c2ccc(C)cc2)c1C	2	-7	1	-0.2	-70	-3	-5	-2	0.0
CN(C(=O)CSC1=NCCS1)c1ccccc1	-1	-6	-1	-0.8	0	-5	-6	-2	-0.1
COc1ccc(OC)c(-c2csc(NC(=O)c3ccc(F)cc3)n2)c1	13	-6	-23	2.0	2	1	12	-1	0.0
Cc1ccnc(NS(=O)(=O)c2ccc(NC(=O)CN3C(=O)c4ccccc4S3(=O)=O)cc2)n1	4	-3	0	-1.9	6	-1	0	0	-0.1
Cc1ccc(Cn2cc(/C=N/NC(=O)Cc3nnc(NC(=O)c4ccc(C)cc4)s3)c3ccccc32)cc1	13	0	-9	0.6	-2	9	0	-2	-0.1
Cc1ccc(C)c(N=Cc2cc3c(cc2[N+](=O)[O-])OCO3)c1	6	2	5	1.5	2	5	11	17	0.0
CCc1ccc(NC(=O)COC(=O)c2cccs2)cc1	1	-1	3	-0.2	-2	.	1	-2	0.3
CCOc1ccc(NC(=O)C[n+]2ccccc2)cc1	-2	-3	2	-3.3	-1	-4	9	2	0.1
CCCOc1ccc(N2C(=O)CC(N(CCc3ccc(OC)c(OC)c3)C(=S)Nc3ccccc3)C2=O)cc1 (configuration not stated)	6	1	-11	8.9	-4	-10	10	-2	0.8
Cc1ccc(-n2c(C)c3c(C)nnc(C)c3c2C)cc1C	24	7	-2	0.3	-4	-5	30	14	0.0
Oc1c(Br)cc(Br)cc1C=NCc1ccc(F)cc1	-3	-1	6	1.6	-2	-17	5	-6	-0.3
Cn1c(N)c(S(=O)(=O)N2CCCC2)c(=O)n(C)c1=O	4	-4	-4	-0.4	0	6	0	-1	0.0
CCc1nc(SCC(=O)N2CCN(c3ccccc3)CC2)c2oc3ccccc3c2n1	5	2	-5	-1.2	8	-11	17	2	-0.1
CC1(C)CC[C@]2(C(=O)O)[C@H](O)C[C@]3(C)C(=CCC4[C@@]5(C)C[C@H](O)[C@H](O)[C@@](C)(CO)C5CC[C@]43C)[C@@H]2C1 (some centres not stated)	3	0	0	4.7	0	?	10	-8	0.0
Cc1ccc([N+](=O)[O-])cc1NC(=O)CN1CCCCC1	0	0	1	0.2	0	-1	-1	-4	-0.2
S=C(NCCCN1CCOCC1)N1CCN(c2cccc(Cl)c2)CC1	7	1	4	2.6	1	8	37	-3	0.0
CCOC(=O)C1=C(O)C(=O)N(c2ccc(S(N)(=O)=O)cc2)C1c1ccc(OC)cc1OC (configuration not stated)	0	14	3	-0.1	3	-3	8	-1	0.0
CCOC(=O)c1c(NC(=O)c2cccs2)sc(C)c1CC	-4	-3	-7	-1.1	2	-4	3	1	-0.1
COc1ccc(-n2nc(C(=O)NCC(=O)N3CCCC3)c3ccccc3c2=O)c(OC)c1	-12	5	4	1.6	1	6	5	-1	-0.1
